Screens: PubChem, Broad Institute
RAD52 anneal inh = RAD52 DNA annealing inhibitors, primary screen, biochemical, FRET, single point, set 2. DNA repair protein RAD52 homolog (Homo sapiens), P43351. recombinant RAD52 DNA annealing, FRET fluorescence. inhibition, % at 18.7 µM. hit rate 0.46% among 360,000. AID 651710, 2012;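 active = every replicate showing at least 50% inhibition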
Target sequence (P43351 whole entry, looked up): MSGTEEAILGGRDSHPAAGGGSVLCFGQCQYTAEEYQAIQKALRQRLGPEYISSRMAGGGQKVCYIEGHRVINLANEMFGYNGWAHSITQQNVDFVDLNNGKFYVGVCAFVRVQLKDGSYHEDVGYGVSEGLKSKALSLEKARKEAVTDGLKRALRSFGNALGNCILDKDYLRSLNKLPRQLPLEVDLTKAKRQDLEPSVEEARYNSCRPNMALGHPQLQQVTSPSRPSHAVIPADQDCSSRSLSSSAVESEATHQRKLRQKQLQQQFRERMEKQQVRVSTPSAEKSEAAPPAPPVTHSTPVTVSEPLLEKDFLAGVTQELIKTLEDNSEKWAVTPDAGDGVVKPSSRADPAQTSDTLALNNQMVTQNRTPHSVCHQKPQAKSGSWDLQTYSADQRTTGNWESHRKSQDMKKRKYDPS
Cneo AK release = Cryptococcus neoformans cell lysis inducers, primary screen, AK release luminescence, single concentration; C. neoformans lysis, adenylate kinase release luminescence, 4 h; normalised: neutral wells 0, clomiphene wells 100; lysis activity, % at 15 µM; hit rate 0.2% among 360,000;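 active = mean lysis activity across replicates of at least 80%, whatever share of replicates individually reach that level; inactive = mean lysis activity below 80%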
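Assay system: C. neoformans cells. Amount: yeast cell density of 5 × 10^6 cells/mL. Technique: AK luminescence. Buffer or medium: YPD. Times: static 4 h at 37 °C with compound, 1 h detection. Dosing: single-point compound dose. Read-out: lysis from increased AK signal.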
PglD inh = C. jejuni PglD acetyltransferase inhibitors, primary screen, biochemical, DTNB colorimetric, single point | UDP-N-acetylbacillosamine N-acetyltransferase PglD (Campylobacter jejuni) | purified PglD enzyme, DTNB colorimetric CoA detection | inhibition, % at 12.5 µM | hit rate 0.098% among 360,000 | AID 602405, 2012; in the data active = inhibition above about 16%, passing the limit was not always enough; note: strong numbers were not always called active
RAD54 inh = inhibitors of human RAD54 branch migration, primary screen, biochemical, fluorescence, single point; DNA repair and recombination protein RAD54-like (Homo sapiens), Q92698; RAD54 Holliday junction branch migration, FAM/BHQ fluorescence; inhibition, % at 10.4 µM; hit rate 0.14% among 360,000;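 active = mean normalized replicate activity at least 40 and at least half of replicates scoring 40 or more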;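 note: 0% = median of neutral control wells and 100% = median of positive control wells; inhibitors cause a drop in the FAM fluorescence signal; in these data hits start at about 50%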
ERAP1 inh = human ERAP1 aminopeptidase inhibitors, primary screen, biochemical, single point, plate reader. recombinant ERAP1, Leu-AMC fluorescence, 60 min. inhibition, % at 10.7 µM. hit rate 0.15% among 340,000. AID 652197, 2013;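 active = mean replicate inhibition of at least 30%, or all replicates individually reaching that 30% level; inactive = mean below 30% and not every replicate reaching it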;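 note: 0% = neutral control wells and 100% = L-leucinethiol positive control wells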
E-selectin induc = E-selectin induction in HUVECs, primary screen, imaging, HUVEC, immunofluorescence imaging, single point; normalized: neutral wells 0, TNF-alpha wells 100; activation, % at 7.58 µM; hit rate 0.37% among 260,000; AID 686992, 2013;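 active = mean E-selectin-positive cell signal at least 10% of the positive control, reached in at least 60% of replicates, without over 20% cell loss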;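 note: in these data hits start at about 27%; measured in HUVEC primary endothelial cells; signal is the percent of cells scored E-selectin positive by PE staining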
Target sequence (P16581 whole entry, looked up): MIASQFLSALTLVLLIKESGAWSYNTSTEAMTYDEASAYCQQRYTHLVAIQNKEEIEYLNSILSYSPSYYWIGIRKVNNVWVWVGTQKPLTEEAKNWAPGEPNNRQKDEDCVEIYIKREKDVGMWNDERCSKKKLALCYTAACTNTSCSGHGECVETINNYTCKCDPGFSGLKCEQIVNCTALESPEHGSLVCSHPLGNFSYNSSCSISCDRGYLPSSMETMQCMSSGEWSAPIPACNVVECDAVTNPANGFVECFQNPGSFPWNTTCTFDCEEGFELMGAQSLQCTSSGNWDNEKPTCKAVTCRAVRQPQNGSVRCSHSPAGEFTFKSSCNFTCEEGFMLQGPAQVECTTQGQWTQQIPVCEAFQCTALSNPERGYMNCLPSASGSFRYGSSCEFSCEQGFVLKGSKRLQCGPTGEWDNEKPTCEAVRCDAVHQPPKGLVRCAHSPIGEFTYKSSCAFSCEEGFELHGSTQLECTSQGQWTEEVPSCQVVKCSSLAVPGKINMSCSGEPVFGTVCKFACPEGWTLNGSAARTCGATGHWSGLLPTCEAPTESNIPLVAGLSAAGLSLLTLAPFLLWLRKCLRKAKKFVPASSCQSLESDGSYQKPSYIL
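System: HUVEC, human umbilical vein endothelial cells; quantity: 3,000 cells/well; buffer or medium: EGM-2 medium, gelatin-coated wells; dosing: single-point compound dose; detection: immunofluorescence imaging; evaluation: % PE-positive cells; benchmarks: TNF-alpha, DMSO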
miR-122 sensor = miR-122 Renilla sensor signal increase in Huh7, primary screen, miR-122 inhibitor project, cell-based, single point, plate reader | Huh7 miR-122 Renilla luciferase sensor, 48 h; neutral wells = 0, positive control = 100 | activation (reporter increase), % at 12.5 µM | hit rate 0.3% among 340,000 | AID 602342, 2012;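 active = mean replicate activation score at least 90 and every replicate individually at or above 90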;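 note: higher luciferase means less miR-122 activity so hits act as miR-122 inhibitors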
PGC1a acetyl inh = inhibitors of PGC1a acetylation signal, primary screen, cell-based, U2OS, AlphaScreen, inhibitor mode; AlphaScreen anti-acetyl-lysine; with virally co-expressed GCN5 acetyltransferase; inhibition, % at 15.6 µM; hit rate 0.17% among 350,000; AID 651687, 2012;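 active = every replicate shows inhibition of at least 40%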;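 note: 0% = neutral control wells and 100% = positive control wells; some results beyond the cut were filed as inactive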
* hit, by the source's call; . = not tested or not shown; [ ] = dose if it differs, or a comment.

SMILES	RAD52 anneal inh	Cneo AK release	PglD inh	RAD54 inh	ERAP1 inh	E-selectin induc	miR-122 sensor	PGC1a acetyl inh
CCn1c(Cn2nnc(-c3ccccc3)n2)nnc1SCc1ccc(Cl)c(Cl)c1	.	-0.1	-2.7	0.3	.	.	0.5	-7.8
CO[C@@H](CN(C)C(=O)c1ccccc1F)[C@H](C)CN([C@H](C)CO)S(=O)(=O)c1ccccc1	-7.2	-10.3	3.5	0.6	1.5	-0.1	.	-3.5
COc1cccc(S(=O)(=O)N2C[C@H](O)COC[C@@H]3O[C@@H](CC(=O)Nc4ccccc4)CC[C@H]32)c1	4.9	42.1	-3.0	0.7	1.1	0.3	0.1[16.7 µM]	0.6
CC[C@H](C)[C@H]1CNC(=S)N1CC1CCN(CCC(C)(C)C)CC1	-10.0	0.3	-1.5	-5.9	.	8.2	-3.4	6.2
Cc1ccc(OCCSc2nnc(NC(=O)c3ccco3)s2)cc1	.	-2.2	0.1	-20.0	.	.	-2.5	-15.3
O=C(N[C@@H]1CC[C@H](CC(=O)N2CCN(c3ccccc3)CC2)O[C@@H]1CO)c1ccccc1	-13.2	-3.6	1.3	-4.5	-2.8	0.3	-11.7[16.7 µM]	12.4
O=C(C[C@@H]1CC[C@H]2[C@@H](COC[C@H](O)CN2C(=O)Nc2ccc(Cl)c(Cl)c2)O1)NCc1ccc(Cl)c(Cl)c1	7.1	-5.5	-3.4	2.0	-2.7	0.3	-5.0[16.7 µM]	2.9
C[C@@H]1CCCCO[C@H](CN(C)Cc2ccncc2)[C@@H](C)CN([C@H](C)CO)C(=O)c2cc(NC(=O)Nc3ccc(F)cc3)ccc2O1	.	-1.3	-1.3	3.4	.	0.1	-8.2[16.7 µM]	2.2
COc1ccc(NC(=O)c2c(-c3ccccc3Cl)noc2C)c(OC)c1	.	-4.2	3.5	9.3	.	.	-1.7	1.2
CCOC(=O)N1CCN(C(=O)c2cc3c(=O)n(C)c4ccccc4c3n2C)CC1	-10.7	-2.5	-0.9	4.4	0.1	.	.	.
CCOc1ccc(N2C(=O)Nc3ccccc3C2(O)C(=O)NCc2ccc3c(c2)OCO3)cc1 (configuration not stated)	.	-0.7	-4.2	-9.8	.	.	171.2*	.
CCOc1ccc(/C=N/NC(=O)COc2ccccc2-c2ccccc2)cc1	.	0.1	-10.0	1.7	.	.	-10.0	-6.9
Cc1cc2c(c(=O)o1)C(Cc1ccccc1)C(C#N)=C(N)O2 (configuration not stated)	.	-4.6	-9.9	-13.7	.	.	-0.4	1.2
CN(C)S(=O)(=O)c1ccc(Cl)c(NC(=O)CN2CCCC2)c1	-10.1	1.0	-1.2	6.0	-0.4	.	.	.
C[C@]12c3[nH]c4cc(-c5ccco5)ccc4c3CCN1C(=O)[C@@H](CC(=O)NCc1ccco1)C[C@@H]2C(=O)N1CCCCC1	-27.5	-2.0	3.5	1.3	-0.5	0.0	-3.4	.
COCC(=O)N1CC2(CN(C(=O)c3ccccn3)C2)c2c(n(C)c3cc(OC)ccc23)[C@H]1CO	20.0	.	.	.	1.7	-0.4	.	4.6
COc1cccc(NC(=O)CN2C(=O)NC3(CCCC3)C2=O)c1	-8.8	1.5	0.0	-6.8	1.1	-0.6	-10.9	-14.7
CCN(Cc1ccccc1)S(=O)(=O)c1nc2nc(C)c(C)c(C)n2n1	.	-6.1	-1.8	-6.2	.	.	-1.3	4.5
O=C(Cn1cc(C(=O)c2cccs2)c2ccccc21)NCc1ccc2c(c1)OCO2	-6.9	2.5	2.2	-13.9	4.1	0.0	7.2	.
CCC(C(=O)NCc1ccc(C)o1)n1nc(C)c2c(C)n(-c3ccccc3)nc2c1=O (configuration not stated)	-6.3	3.6	0.0	-0.6	-3.2	.	-4.4	-13.9
Cc1noc(C)c1S(=O)(=O)N(C)C[C@H]1OCCCC[C@H](C)Oc2ccc(NC(=O)Nc3cccc4ccccc34)cc2C(=O)N([C@H](C)CO)C[C@H]1C	1.4	.	.	.	-0.8	0.4	.	-15.2
Cc1ccc(S(=O)(=O)Nc2ccc3c(c2)C(=O)N([C@@H](C)CO)C[C@H](C)[C@@H](CN(C)C(=O)NC(C)C)O3)cc1	-0.3	-1.1	-0.1	-4.2	.	1.1	4.3[16.7 µM]	4.6
COc1cccc(-c2c(-c3cc(OC)cc(OC)c3)n(C)c3ccc(-c4ccc5cc[nH]c5c4)cc23)c1	-51.0	-0.1	-4.7	5.9	-2.4	0.2	-3.6	-22.1
O=C(CCNC(=O)c1ccc(Br)cc1)NCc1ccccn1	-12.2	0.7	0.9	-3.6	-0.8	0.6	3.3	.

Looked up above.
CO[C@@H](CN(C)C(=O)c1ccccc1F)[C@H](C)CN([C@H](C)CO)S(=O)(=O)c1ccccc1 – PGC1a acetyl inh: -3.5
CCOc1ccc(N2C(=O)Nc3ccccc3C2(O)C(=O)NCc2ccc3c(c2)OCO3)cc1 (configuration not stated) – RAD54 inh: -9.8

Entries listed above shown as hits in miR-122 sensor.
smiles	RAD52 anneal inh	PglD inh	ERAP1 inh	miR-122 sensor	PGC1a acetyl inh
CCOc1ccc(N2C(=O)Nc3ccccc3C2(O)C(=O)NCc2ccc3c(c2)OCO3)cc1 (configuration not stated)	.	-4.2	.	171.2*	.

Next part:
SMILES	RAD52 anneal inh	Cneo AK release	PglD inh	RAD54 inh	ERAP1 inh	E-selectin induc	miR-122 sensor	PGC1a acetyl inh
COc1ccccc1CNC(=O)CSC(=S)N1CCCC1	-9.6	-1.2	-4.2	8.9	0.0	0.0	-5.3	1.7
CS(=O)(=O)Nc1ccc2c(c1)[C@@H]1C[C@@H](CC(=O)NCC(F)(F)F)O[C@H](CO)[C@@H]1O2	8.2	3.4	5.9	6.5	1.1	0.1	2.9[16.7 µM]	-4.5
CC(=O)Nc1ccc(S(=O)(=O)N2CCSC2c2ccco2)cc1 (configuration not stated)	5.0	.	.	.	-1.4	-2.6	5.3	-2.0
CC1(Cc2ccccc2OC(F)(F)F)C(=O)Nc2c(Cl)ccc(Cl)c21 (configuration not stated)	2.0	-5.2	-3.9	-11.9	2.5	-0.6	-2.3	-27.9
COc1ccc(S(=O)(=O)N2CCCCN3[C@H](CO)[C@@H](c4ccc(C#CC(C)C)cc4)[C@@H]3C2)cc1	2.4	0.4	-6.4	-8.8	0.8	-0.6	-9.3[16.7 µM]	2.0
CCOc1ccc(S(=O)(=O)N2CC(=O)Nc3ccccc32)cc1C#N	-6.2	-1.0	2.7	-11.4	0.6	0.1	.	-2.7
N#Cc1c(F)cccc1N1CCOCC1	.	-0.9	-6.2	-11.3	.	.	-4.4	2.0
O=C(CC1CC1)Nc1ccc2c(c1)[C@@H]1C[C@@H](CC(=O)N3CCOCC3)O[C@H](CO)[C@@H]1O2	.	-3.2	0.6	-9.2	.	-0.1	-1.2[16.7 µM]	2.5
CC1(C(=O)Nc2ccc3c(c2)OCO3)CC1(Cl)Cl (configuration not stated)	-16.6	-0.2	0.9	10.1	3.0	0.3	-6.5	7.3
CO[C@@H](CN(C)S(=O)(=O)c1ccc(F)cc1)[C@@H](C)CN(C(=O)Nc1ccccc1F)[C@@H](C)CO	-4.7	-0.3	1.7	4.4	-5.1	-0.1	.	2.4
COc1cc(C(=O)NCC2CCCCC2)cc(OC)c1OC	-7.7	-2.3	1.1	-0.1	4.7	-0.1	.	.
Cc1sc2ncnc(N3CCC(C(=O)Nc4ccc(S(N)(=O)=O)cc4)CC3)c2c1C	-32.1	-1.7	2.9	6.4	0.5	.	-2.6	15.1
COc1ccc2c3c([nH]c2c1)[C@H](CO)N(Cc1cc(F)ccc1F)CC31CN(C(=O)CN(C)C)C1	-0.6	.	.	.	-2.9	-0.3	.	-3.4
CCCc1cc(C(=O)Nc2cc(OC)c(Cl)cc2OC)no1	-13.8	7.9	-2.5	4.2	6.2	1.2	.	.
CCn1c(SCC(=O)NC(C)C(C)C)nc2cc(S(=O)(=O)N3CCOCC3)ccc21 (configuration not stated)	-6.0	1.2	0.1	6.5	1.8	0.2	-2.8	1.5
O=C(CSc1nc2ccsc2c(=O)n1Cc1ccccc1)NCc1ccco1	.	-1.3	0.5	-8.9	.	.	5.8	-0.9
C[C@H](CO)N1C[C@H](C)[C@@H](CN(C)C(=O)Nc2ccc(F)cc2)Oc2ccc(NC(=O)C3CC3)cc2CC1=O	11.3	7.0	1.2	3.3	0.7	0.5	5.8[16.7 µM]	-2.0
O=C(O)CCC(=O)Nc1ccccc1C(=O)Nc1ccccc1	.	-4.1	-2.0	-8.3	.	.	114.6*	0.0
CCC(=O)N1CC(=O)N2[C@H](CO)[C@@H](c3ccc(C#CCc4ccccc4)cc3)[C@H]2C1	-7.3	.	.	.	1.0	0.5	.	-3.8
O=C(CC1Sc2ccccc2NC1=O)OC(C(=O)NCCc1ccccc1)c1cccnc1 (configuration not stated)	.	-3.0	2.0	7.5	.	.	-2.5	-15.4
CO[C@H]1CN(C)C(=O)c2ccc(NS(=O)(=O)c3ccccc3)cc2OC[C@@H](C)N(Cc2cccnc2)C[C@@H]1C	6.7	-3.6	0.6	-2.8	3.5	0.2	.	14.0
CC(C)c1ccc(/C=N/NC(=O)c2nnn(-c3nonc3N)c2CN(C)C2CCCCC2)cc1	-3.7	0.4	5.3	0.8	-1.2	.	-7.4	1.3
O=C(C[C@@H]1C[C@H]2c3cc(NC(=O)Nc4ccccc4F)ccc3O[C@H]2[C@@H](CO)O1)NCc1cc(F)ccc1F	20.5	-4.5	0.7	-3.1	0.2	0.2	1.8[16.7 µM]	9.8
COC(=O)C1=C[C@@H](C(=O)OC)[C@@H]2C3=C(C(=O)[C@]2(C)NC(=O)c2ccccc2)[C@H](C)n2c(=O)n(-c4ccccc4)c(=O)n2[C@@H]3C1	-9.2	1.0	1.7	-13.6	.	-0.1	.	.
CCCCn1nnc(NC(=O)CC23CC4CC(CC(C4)C2)C3)n1	.	-1.9	5.4	1.0	.	.	-2.5	-14.7
COc1cc2c(=O)n(Cc3ccccc3)c(=O)n(CC(=O)NCC3CCCO3)c2cc1OC (configuration not stated)	.	2.9	1.7	13.4	.	1.0	2.0	-0.8
COc1ccc(C(C#N)N2CCC(c3ccccc3)=N2)cc1OC (configuration not stated)	-94.6	.	.	.	0.7	0.0	.	-0.1
Clc1ccc(CSc2nnc([C@@H]3CCCN3)o2)cc1	.	2.1	5.7	-7.9	.	.	2.6	-2.4
CCOC(=O)C1=C(C)Nc2ncnn2C1c1ccc2c(c1)OCO2 (configuration not stated)	-9.7	0.2	-1.5	-8.6	6.6	.	2.6	-8.7
Cc1cc(NC(=O)c2cc([N+](=O)[O-])cc([N+](=O)[O-])c2)no1	-8.3	0.0	2.6	-11.3	.	.	-4.7	-11.4
NS(=O)(=O)c1ccc(CCNC(=O)Cn2c(=O)c3cccn3c3cccnc32)cc1	-34.2	-0.2	2.6	-3.2	1.3	0.0	-2.3	1.9
